Screens as filed in PubChem BioAssay.
CRFR2-BP ag – agonists of human CRF-binding protein/CRF-R2 receptor complex; HEK293 CRF-R2/CRF-BP, calcium dye fluorescence (FLIPR); percent of saturating CRF peptide response; activation, % at 13.2 µM; 350,000 tested, 0.46% active;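 active means activation of at least 50%, plus an integration ratio under a set limit after plate pattern correction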;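 further: plate controls were neutral control wells without compound for no effect and CRF at EC100 for full effect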
M4 antag – antagonists of human muscarinic M4 receptor (CHRM4) | CHO-hM4 cells, ACh EC80, Fluo-8 calcium fluorescence | 360,000 tested, 0.73% active | P08173 | inhibition, % at 3 µM;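 active means inhibition above its plate's cutoff, the mean inhibition of sample wells plus 3 SD, cut at about 27% in these data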;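 further: 0% = acetylcholine EC80 with DMSO and 100% = DMSO without agonist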
Target sequence (P08173 whole entry, looked up): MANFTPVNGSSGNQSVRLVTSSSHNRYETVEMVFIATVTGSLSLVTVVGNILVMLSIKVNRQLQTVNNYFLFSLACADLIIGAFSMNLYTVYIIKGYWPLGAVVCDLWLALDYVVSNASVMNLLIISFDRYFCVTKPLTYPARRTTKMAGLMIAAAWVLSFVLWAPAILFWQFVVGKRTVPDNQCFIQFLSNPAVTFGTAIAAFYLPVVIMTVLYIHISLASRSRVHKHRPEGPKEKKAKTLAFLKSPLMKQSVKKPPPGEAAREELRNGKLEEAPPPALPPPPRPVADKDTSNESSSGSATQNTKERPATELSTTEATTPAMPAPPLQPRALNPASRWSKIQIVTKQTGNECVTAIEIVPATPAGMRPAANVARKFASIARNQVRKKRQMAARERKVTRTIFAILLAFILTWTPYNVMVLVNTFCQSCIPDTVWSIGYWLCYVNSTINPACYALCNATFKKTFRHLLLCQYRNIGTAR
M4 ag – agonists of human muscarinic M4 receptor (CHRM4); P08173; CHO-K1 hM4/Gqi5, Fluo-8 calcium fluorescence; vehicle 0%, full acetylcholine response 100%; activation, % at 3 µM; 360,000 tested, 0.14% active;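 active means activation above the run mean over all test wells plus 3 SD, cut at about 32% in these data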;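 further: peak over basal fluorescence ratio per well then scaled between controls; 0% = DMSO wells and 100% = acetylcholine at EC100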
CHRM1 PAM – positive allosteric modulators of human M1 muscarinic receptor; P11229; CHO-K1 hM1, Fluo-8 calcium fluorescence, ACh EC20; 0% = ACh EC20, 100% = maximal ACh; activation, % at 3 µM; 360,000 tested, 0.088% active; in the data active means activation above about 19%, passing the limit was not always enough
Target sequence (P11229 whole entry, looked up): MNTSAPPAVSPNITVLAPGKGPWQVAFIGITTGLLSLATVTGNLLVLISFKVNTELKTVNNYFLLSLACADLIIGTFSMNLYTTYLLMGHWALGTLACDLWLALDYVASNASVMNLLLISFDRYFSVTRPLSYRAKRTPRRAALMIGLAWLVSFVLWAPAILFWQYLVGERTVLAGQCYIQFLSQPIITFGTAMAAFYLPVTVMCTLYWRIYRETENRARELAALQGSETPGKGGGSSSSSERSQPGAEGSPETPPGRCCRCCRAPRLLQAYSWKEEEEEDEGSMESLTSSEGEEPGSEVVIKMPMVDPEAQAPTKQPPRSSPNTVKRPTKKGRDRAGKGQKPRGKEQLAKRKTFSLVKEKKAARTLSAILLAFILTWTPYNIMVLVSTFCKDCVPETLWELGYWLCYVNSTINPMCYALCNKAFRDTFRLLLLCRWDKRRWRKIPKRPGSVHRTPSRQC
M4 PAM – positive allosteric modulators of human muscarinic M4 receptor. CHO-K1 hM4/Gqi5, Fluo-8 calcium fluorescence, ACh EC20; 0% = ACh EC20, 100% = maximal ACh. activation, % at 3 µM. 360,000 tested, 0.4% active;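 active means activation above its plate's cutoff, the mean activation of sample wells plus 3 SD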; further: some results filed as inactive read as strong as hits
CHRM5 PAM – positive allosteric modulators of human muscarinic M5 receptor; 360,000 tested, 0.3% active; activation, % at 3 µM; AID 624038; CHO-K1 hM5, Fluo-8 calcium, ACh EC20 PAM; 0% = ACh EC20, 100% = ACh EC100;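 active means activation above the run cutoff, the mean activation of all test compounds plus 3 SD, cut at about 18% in these data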
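Assay system – human M5 receptor in CHO-K1 cells · Read-out – % activation, ACh-normalized · Technique – Fluo-8 calcium fluorescence · Dosing – single-point, 3 µM nominal · Incubation – Fluo-8 loading 80 min at 37 °C plus 30 min room temperature · Repeats – singlicate, one well per test compound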
CHRM5 agonist – CHRM5 agonism in calcium assay. 360,000 tested, 0.19% active. CHO-K1 hM5 cells, Fluo-8 calcium fluorescence; 0% DMSO wells, 100% maximal acetylcholine response. activation, % at 3 µM;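 active means activation above the run's mean over test compounds plus 3 SD, cut at about 23% in these data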;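 further: signal is peak over basal fluorescence ratio across the kinetic read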
CRFBP-R2 block – CRF-BP/CRF-R2 complex antagonism; HEK293 CRF-R2/CRF-BP, CRF-induced calcium fluorescence; 350,000 tested, 0.59% active; inhibition, % at 11.8 µM; AID 588475;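 active means inhibition of the ligand-induced calcium signal above about 50% at the single tested concentration, limit read from the data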
CHRM5 antagonist – antagonists of human muscarinic M5 receptor (CHRM5); P08912; CHO-hM5 cells, Fluo-8 calcium fluorescence, ACh EC80; inhibition, % at 3 µM; 360,000 tested, 0.59% active;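 active means inhibition above a per-plate cutoff, the mean of that plate's test compounds plus 3 SD, cut at about 27% in these data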;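 further: 0% = acetylcholine EC80 with DMSO and 100% = DMSO without agonist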
* hit, by the source's call; x = no result given.

smiles	CRFR2-BP ag	M4 antag	M4 ag	CHRM1 PAM	M4 PAM	CHRM5 PAM	CHRM5 agonist	CRFBP-R2 block	CHRM5 antagonist
CC/C(=N/OC(=O)c1cccc(C)c1)C(=O)c1cccs1	1.4	-6	-1	7	-5	-5	1	1	-3
O=C(O)C1CC=CCC1C(=O)Nc1cccc(C(=O)N2CCCCC2)c1 (configuration not stated)	-1.5	0	0	-1	-7	-5	1	14	6
CC12CC(NC(=O)N1c1cccc(C(=O)NCc3ccccn3)c1)c1ccccc1O2 (configuration not stated)	-0.2	-2	2	-5	-1	-3	-2	-4	7
O=C(NC1CC(=O)c2sccc21)c1ccc(Cl)cc1Cl (configuration not stated)	0.9	-4	4	1	13	4	-1	9	3
CCOC(=O)C1(C)CCCN(C(=O)c2snnc2C)C1 (configuration not stated)	x	-11	0	7	3	-3	1	x	-4
CCN(Cc1cnn(C)c1)C(=O)c1ccc2nc(Cc3cccc(Cl)c3)oc2c1	-1.6	7	0	10	0	-3	1	6	11
OCC1(Cc2cccc(F)c2)CCN(Cc2cccc3nccnc23)CC1	2.0	1	2	-14	-10	-3	-10	19	6
COc1ccc(Cn2c(=O)[nH]c3cc(C(=O)NC4CCN(Cc5ccccc5)CC4)ccc32)cc1	1.3	-4	0	8	4	4	-7	-24	-1
CCOC(=O)CNS(=O)(=O)c1ccc(S(=O)(=O)N2CCCC2)cc1	-1.6	-5	2	6	3	-6	-1	-16	-3
COc1ccc(-n2nc3c(c2NC(=O)C(C)Oc2ccccc2)CS(=O)C3)cc1 (configuration not stated)	-0.9	-19	1	5	1	3	-4	2	-8
CC(C)(C)OC(=O)N1CCC(c2c(C(=O)O)cnn2-c2ccc(Cl)cc2)CC1	0.3	1	0	9	4	-3	0	9	2
O=C(NCCCN1CCCC1)c1ccc2c(c1)N(Cc1ccccc1)CCS2	0.0	4	2	-8	-21	3	-17	-14	-3
COc1ccc(OCC(=O)OCC(=O)c2ccc(OC)c(F)c2)cc1	-1.1	0	3	11	6	-8	1	1	11
CC1CC(C)CN(C(=O)CSc2nnc(-c3ccco3)o2)C1 (configuration not stated)	-0.4	-7	1	8	-6	-1	-2	2	6
CC1CN(C(=O)CCC(=O)NCc2ccc(Cl)cc2)c2ccccc2S1 (configuration not stated)	-0.7	-13	14	-4	-6	-14	3	-31	5
CCOC(=O)C1CCN(C(=O)CSc2nnc(-c3ccco3)n2-c2ccccc2)CC1	-2.8	-12	1	2	-1	0	-2	-9	-5

Individual results from above:
COc1ccc(-n2nc3c(c2NC(=O)C(C)Oc2ccccc2)CS(=O)C3)cc1 (configuration not stated) in CHRM1 PAM is entered as 5
CC(C)(C)OC(=O)N1CCC(c2c(C(=O)O)cnn2-c2ccc(Cl)cc2)CC1 in M4 PAM is entered as 4
CCOC(=O)CNS(=O)(=O)c1ccc(S(=O)(=O)N2CCCC2)cc1 in CHRM1 PAM is entered as 6

Next part:
smiles	CRFR2-BP ag	M4 antag	M4 ag	CHRM1 PAM	M4 PAM	CHRM5 PAM	CHRM5 agonist	CRFBP-R2 block	CHRM5 antagonist
Nc1ncnc2c1ccn2[C@H]1CN(Cc2ccc3c(c2)OCO3)C[C@@H](CO)O1	x	-8	2	8	-1	2	1	x	-3
CCOc1ccc(N(C(C)C(=O)NN=C2CCCCCCC2)S(C)(=O)=O)cc1 (configuration not stated)	4.5	-11	1	4	10	-4	-5	0	1
CN(CCNC(=O)c1ccc(/C=N/O)nc1)Cc1ccccc1	2.1	5	-1	2	-4	4	-1	-1	-1
CCOc1ccccc1N1CCN(C(=O)c2ccccc2OCc2c(C)noc2C)CC1	-0.3	1	4	2	2	-4	0	-2	5
C/C(=N/O)c1cccc(N2Cc3ccccc3C2)c1	1.3	26	2	-22	-16	-4	-7	-4	7
O=C(NCc1ccncc1)NC12CC3CC(CC(C3)C1)C2	0.1	-10	0	2	21*	8	1	9	1
Cc1c(NC(=O)CSc2nnc3sc4ccccc4n23)c(=O)n(-c2ccccc2)n1C	1.1	10	0	17	11	-2	-1	10	14
O=C1C2CSCN2C(=O)CN1CCCN1CCN(C(c2ccccc2)c2ccccc2)CC1 (configuration not stated)	0.4	32*	1	-26	-16	-19	-10	-8	21
COc1ccc(N2CCOCC2)c(NC(=O)c2cccc3ccccc23)c1	-0.6	7	8	-3	-6	-3	5	-23	14
CCOC(=O)NC1(Nc2ccc(C)cc2)Oc2ccccc2O1	1.9	-6	1	10	1	6	-4	-17	-1
CN(Cc1ccccc1)C(=O)CN1C(=O)COc2ccc(S(=O)(=O)N3CCCC3)cc21	-0.8	2	2	4	3	12	-2	-16	0
O=[N+]([O-])c1ccccc1/C=N/N1CCN(c2ccccn2)CC1	-3.6	0	4	3	1	-8	-1	7	3
COc1ccc(CNC(=S)Nc2cccc(F)c2)cc1	-0.9	-10	7	2	-7	-2	4	34	-2
C/C(=N\Nc1nc(N)cc(Cl)n1)c1cccc([N+](=O)[O-])c1	-2.3	10	1	7	-1	-4	1	-4	3
CSCC[C@H](NC(=O)OC(C)(C)C)C(=O)N/N=C/c1cc2ccc(C)cc2nc1Cl	2.3	-4	2	9	4	0	0	-76	2
COc1ccc(Nc2ccc([N+](=O)[O-])cc2[N+](=O)[O-])cc1	-0.9	-8	0	6	-1	0	-6	27	4
COc1cccc(N=Cc2nc(-c3ccccc3)oc2OC(C)=O)c1	0.0	10	11	-4	-6	2	3	15	10
CCCN1C2=NCCN2c2ccccc21	0.7	3	1	2	-2	4	-2	-3	-3
CCOC(=O)C1CCN(C(=O)Cn2cc(C#N)c3ccccc32)CC1	1.2	-5	1	1	5	3	-5	-6	4
Cc1cccc(OC(C)C(=O)NCc2ccc(S(N)(=O)=O)cc2)c1 (configuration not stated)	-0.9	5	1	6	2	0	-2	-18	8
O=C1CN(C(=O)CSc2nc3ccccc3c(=O)n2Cc2ccc(F)cc2)c2ccccc2N1	1.7	3	7	-8	-10	-7	2	2	12
COc1cc2c(cc1OC)CN(C(=O)c1sccc1C)CC2	-0.3	1	0	10	1	13	-1	6	4
COc1ccc(S(=O)(=O)NCC(=O)N(CC(=O)NCC2CCCO2)c2c(C)cccc2C)cc1 (configuration not stated)	-2.1	3	1	12	3	10	2	11	2
O=C(CSc1ccc(-c2ccc(F)cc2)nn1)N1CCN(c2ccccc2)CC1	-0.6	9	1	3	5	-4	-1	3	8
Cc1cc(Oc2ccc(=O)n(C)n2)nc(SCCOc2ccccc2)n1	-0.5	-8	3	7	0	6	4	6	0
CCOC(=O)Cc1cnc(NC(=O)Cn2nnc(-c3ccc(OCC)cc3)n2)s1	15	5	14	6	-2	-1	4	-12	-3
CCOc1ccc(CCNC(=O)c2c(C)nn(-c3ccccc3)c2Cl)cc1OCC	-0.7	2	1	-1	-7	-8	-2	7	6
Cc1cccc(C)c1OCCN1CCCC1	-2.9	4	1	2	-2	-2	-22	15	-3
CCOC(=O)c1ccc(N2CCOCC2)c(NS(=O)(=O)c2ccc(F)cc2)c1	-0.4	4	4	0	-4	-6	-5	10	16
Cc1cc(C)n2cc(COc3ccc4ccccc4c3)nc2n1	-1.4	-4	3	8	1	-1	0	3	4
Cc1ccccc1CS(=O)(=O)Cc1ccc(C(=O)NCc2cccnc2)o1	1.5	-9	6	5	8	1	2	-4	-5
CCOC(=O)C[N+](CC)(CC)CC#Cc1ccccc1	-0.6	1	0	-12	-8	-3	-9	-4	-2
CCOC(=O)/C(=C\C=C1/Sc2cc(OCC)c(OCC)cc2N1CC)C(C)=O	322*	12	20	-15	-5	-12	24*	-414	13
O=C(CC1CC2CCC1C2)Nc1nc(-c2ccccn2)cs1 (configuration not stated)	-0.2	0	7	-8	-6	-7	-8	-17	5
Cc1cc(OCc2ccc(C(=O)Nc3ccc(C(=O)O)cc3)o2)ccc1Cl	0.9	-1	2	13	5	1	-5	20	8
Cc1ccc(S(=O)(=O)N(CCCO)CC(O)CON=C2c3ccccc3-c3ccccc32)cc1 (configuration not stated)	2.5	0	12	5	-13	-10	-1	-9	9
CCOC(=O)N1[C@@H]2C=C(C)[C@@H]2[C@@H]2[C@@H](C)C(=O)N21	-0.2	-2	1	11	-2	3	-2	-23	-5
COc1cccc(NC(=O)COC(=O)CC2CC3CCC2C3)c1 (configuration not stated)	4.4	3	4	10	1	-4	0	-19	0
CC(C)(CSc1ccccn1)NS(=O)(=O)c1ccccc1	1.1	-12	1	8	5	-4	-5	11	-3
Cn1cccc1/C=C1\Cc2ccccc2C1=O	4.8	-4	1	4	-5	4	-10	-13	-10
Cc1occc(=O)c1O	1.7	-5	0	-5	-2	3	0	-4	-8
CCOc1ccc(C2C(C#N)=C(N)Oc3cc(C)n(Cc4ccco4)c(=O)c32)cc1OC (configuration not stated)	10	3	0	6	-6	0	1	17	-4
Cc1ccc(C(=O)NN2C(=O)C3C4C=CC([C@@H]3C2=O)C42CC2)cc1 (some centres not stated)	-1.5	-6	1	5	4	3	-1	0	8
CCN(CC)C(=O)CSc1nnc(-c2ccc(S(=O)(=O)NCc3ccccc3Cl)cc2)o1	-0.5	4	0	7	1	2	2	-71	6
COc1ccccc1OCC(=O)Nc1ccc2c(c1)OCO2	-1.2	10	0	0	-2	3	-2	-3	4
O=C(Nc1ccccc1N1CCOCC1)C1CCN(S(=O)(=O)c2ccccc2F)CC1	-0.9	2	4	6	2	-4	-1	-13	3
